# High-throughput results as filed in PubChem BioAssay.
# PDI inh: blocks human protein disulfide isomerase activity; AID 588391; 350,000 compounds, 0.052% hits; PDI insulin aggregation turbidity, A650, 90 min; inhibition, % at 10 µM; P07237;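 active = mean inhibition across replicates of 30% or more, whatever share of single replicates reach that level; inconclusive = mean inhibition below 30% while every single replicate reaches 30%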;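 also: absorbance from insulin aggregation driven by PDI reduction with DTT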
# Target sequence (P07237 whole entry, looked up): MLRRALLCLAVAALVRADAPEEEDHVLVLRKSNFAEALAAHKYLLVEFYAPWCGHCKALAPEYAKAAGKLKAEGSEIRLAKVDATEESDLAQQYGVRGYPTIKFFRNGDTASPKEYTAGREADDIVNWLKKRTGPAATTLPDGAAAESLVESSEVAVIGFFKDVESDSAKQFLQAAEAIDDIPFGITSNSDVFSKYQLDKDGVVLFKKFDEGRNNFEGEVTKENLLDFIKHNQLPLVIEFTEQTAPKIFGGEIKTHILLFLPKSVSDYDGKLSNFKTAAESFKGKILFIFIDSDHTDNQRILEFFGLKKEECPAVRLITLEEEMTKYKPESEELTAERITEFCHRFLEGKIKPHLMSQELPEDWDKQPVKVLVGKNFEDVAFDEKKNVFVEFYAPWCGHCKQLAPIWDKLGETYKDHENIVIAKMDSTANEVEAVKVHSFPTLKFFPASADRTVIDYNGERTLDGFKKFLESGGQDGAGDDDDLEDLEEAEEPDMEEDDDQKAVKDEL
# ABHD5 PLIN5 PPI: inhibitors of human ABHD5-perilipin-5 interaction | Q00G26+Q8WTS1 | Split G. princeps luciferase complementation, luminescence, 4 h | inhibition, % at 4 µM | 360,000 compounds, 0.78% hits;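 active = inhibition above the mean inhibition across every tested compound plus 3 SD, cut at about 22% in these data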;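 also: 0% = DMSO only wells and the 100% control is not disclosed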
# CaV13 ICDI inh: Primary screen for inhibitors of IQ motif and Ca2+-dependent inactivation inhibitor domain binding in CACNA1D, Förster resonance energy transfer in living cells, …. inhibition, % at 12.3 µM. HEK cells, CFP/YFP FRET ICDI-IQ, plate reader, 10 min; percent FRET-ratio fall versus neutral wells. 340,000 compounds, 0.098% hits;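 active = mean replicate inhibition of at least 30% and at least 1% of replicates passing that level; inconclusive = only one of the two criteria is met; inactive = neither criterion is met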;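 also: 0% = median of the neutral control wells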
# MC4R antag cAMP: human MC4R antagonism in cAMP assay. P32245. MC4R-expressing cells, MTII-stimulated cAMP, LANCE TR-FRET. inhibition, % at 6.5 µM. 360,000 compounds, 0.48% hits. AID 540295;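 active = inhibition above its plate's cutoff, the mean of tested wells on that plate plus 3 SD, cut at about 29% in these data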;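 also: 0% = Melanotan II alone and 100% = Melanotan II plus saturating MCL0020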
# Target sequence (P32245 whole entry, looked up): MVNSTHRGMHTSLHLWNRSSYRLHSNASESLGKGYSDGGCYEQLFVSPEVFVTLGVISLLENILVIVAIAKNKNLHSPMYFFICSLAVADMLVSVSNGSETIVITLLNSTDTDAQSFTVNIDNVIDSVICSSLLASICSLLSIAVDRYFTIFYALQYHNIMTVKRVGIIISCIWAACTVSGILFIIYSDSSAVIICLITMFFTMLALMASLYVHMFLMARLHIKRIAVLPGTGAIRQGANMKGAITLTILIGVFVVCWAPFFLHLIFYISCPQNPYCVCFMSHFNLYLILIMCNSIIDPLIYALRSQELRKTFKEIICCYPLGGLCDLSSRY
#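 System – human MC4R-expressing U2OS cells · Also added – Melanotan II · Dosing – one concentration, 6.5 µM nominal · Timing – 30-min compound, 1-h challenge, 1-h detection, room temperature · Measured by – Eu-cAMP/anti-cAMP TR-FRET, emission 671 nm · Replicates – singlicate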
# ABCB6 inh 2: human ABCB6 transporter inhibition; K562-ABCB6 porphyrin accumulation, flow cytometry, 1 h; stronger effect = lower value; AID 602162; 360,000 compounds, 0.19% hits; fluorescence ratio to DMSO, % at 10 µM; Q9NP58;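 active = fluorescence ratio to DMSO below 75%, the collection mean minus 3 SD; inconclusive = too few cells collected in the well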;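 also: signal is porphyrin accumulated inside mitochondria; 100% equals median channel fluorescence of DMSO control wells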
# m5-HT2A agonist: mouse HTR2A agonism via beta-arrestin recruitment; P35363; CHO-K1 mHTR2A beta-arrestin complementation, luminescence; percent of 30 µM serotonin response; activation, % at 7.6 µM; 360,000 compounds, 0.66% hits; AID 624169;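 active = activation above a run cutoff, the mean activation of all tested compounds plus 3 SD, cut at about 14% in these data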;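 also: 0% = plate median of compound wells and 100% = 30 µM serotonin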
# Exocytosis inh: blocks lytic granule exocytosis. TALL-104 LAMP-1 surface exposure, flow cytometry; cells stimulated with thapsigargin and PMA. inhibition, % at 10 µM. 360,000 compounds, 0.66% hits;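 active = inhibition above about 55%, limit read from the data; inconclusive = no clear call, values can overlap the other calls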
# MC4R barr agon: agonists of human melanocortin 4 receptor (MC4R) beta-arrestin | U2OS MC4R beta-arrestin complementation, luminescence; percent of melanotan II response, DMSO zero | 360,000 compounds, 0.98% hits | activation, % at 8.9 µM;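 active = activation above a per-plate cutoff, the mean activation of sample wells on that plate plus 3 SD, cut at about 8% in these data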
# Cardio protect: myocardial damage modulation in H9c2 cells | H9c2 cardiomyocytes, H2O2 injury protection, ATPLite, 2 h | protection from H2O2 cell death, % at 20 µM | 360,000 compounds, 0.63% hits;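 active = compounds giving at least 50% protection of heart cells from peroxide-induced death in the single-dose screen, raw or plate-pattern-corrected value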;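 also: 0% = DMSO wells with peroxide and 100% = DMSO wells without peroxide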
# N-glyco inh: blocks N-linked glycosylation in D54 reporter cells; AID 588692; D54 ERlucT glycosylation luciferase reporter, 24 h; percent of 100 nM tunicamycin response; 360,000 compounds, 0.23% hits; reporter increase, % at 12.5 µM;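 active = mean luciferase reporter signal, scaled so untreated is 0 and the glycosylation-blocking control 100, at or above a set limit in every replicate; inconclusive = mean reaches the limit but not every replicate does; inactive = mean below the limit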;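 also: luciferase carries N-glycosylation sites so blocking glycosylation raises the light; 0% = median of neutral control wells and 100% = median of 100 nM tunicamycin wells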
# * hit, by the source's call; ? = inconclusive; . = no result given. An unsorted share of the library; about 4.2% have a hit in one of these screens.
SMILES,PDI inh,ABHD5 PLIN5 PPI,CaV13 ICDI inh,MC4R antag cAMP,ABCB6 inh 2,m5-HT2A agonist,Exocytosis inh,MC4R barr agon,Cardio protect,N-glyco inh
Cc1ccc(Cn2c(=N)c(S(=O)(=O)c3ccc(Br)cc3)cc3c(=O)n4ccccc4nc32)cc1,-4,-5,.,5,96,3,-4,-1.2,-4,-2
O=C(Oc1ccccc1)c1cccc2cccnc12,-2,0,-10,8,99,-2,-6,0.0,-4,-1
COc1cc2c(C(=O)N3CCN(c4cccc(Cl)c4)CC3)cn(C)c(=O)c2cc1OC,5,2,-4,-3,87,3,-2,-1.4,4,?
CCC(C)[C@H](NC(=O)N1CC(=O)Nc2ccccc21)C(=O)N1CCC(C(=O)O)CC1 (some centres not stated),2,3,-5,-4,102,5,0,-2.1,6,0
Cc1ccc(-c2ccccc2)n1-c1ccc(C(=O)O)cc1,4,15,-16,7,95,0,-6,0.5,0,1
Cc1ccc2nc(COC(=O)CNC(=O)c3ccccc3)cn2c1,4,-3,-5,13,98,-1,6,-0.8,-5,2
CCc1cccc(OCC(=O)Nc2cc(Cl)ccc2-n2cncn2)c1,3,11,-6,6,100,-3,8,-0.5,-2,1
Cc1ccccc1NC(=O)CC(=O)c1ccccc1,1,-4,5,-2,98,0,-6,0.4,4,3
COc1ccc(-c2cc(C(=O)NC3CCCC3)no2)cc1,0,2,-2,3,99,25*,3,4.0,-4,-11
CCOC(=O)c1[nH]c(C)c(/C(O)=C2\C(=O)C(=O)N(CCCn3ccnc3)C2c2ccncc2)c1C (configuration not stated),1,3,-1,8,205,-3,6,-0.9,-4,3
CSc1ccc(/C=C/C(=O)OCC(=O)N2CCN(c3ccccc3)CC2)cc1,8,0,-2,8,98,3,3,-1.5,4,1
COc1ccccc1NS(=O)(=O)c1cc(N)ccc1N1CCCC1,9,-15,-2,2,102,-2,-22,-0.4,2,-2
Cc1ccc(CN2CCN(Cc3c(C)nn(C(C)C)c3C)CC2CCO)o1 (configuration not stated),-4,2,-4,9,102,0,-1,-0.4,2,0
O=C(OCn1ncc(Br)c(Br)c1=O)c1ccccc1Cl,-1,10,.,6,46*,-8,98*,-1.8,-20,-18
COc1ccc(CC(CC(=O)O)C(=O)NCc2ccccc2)cc1 (configuration not stated),-5,3,8,2,96,1,-1,0.8,-4,1
NC(=O)/C(=C/c1ccco1)NC(=O)/C=C/c1ccccc1,15,-4,-4,-2,82,1,0,-2.1,5,1
COc1ccc(Nc2cc(C(=O)N3CCc4ccccc4C3)c3ccccc3n2)c(OC)c1,-9,5,-5,18,101,0,0,1.1,-8,-3
Cc1ccc(CN2C(=NC(=O)CCC(=O)O)SC3CS(=O)(=O)CC32)cc1 (configuration not stated),-1,4,-3,7,93,6,-3,-0.1,10,0
O=C(NC1CCCCC1)C(c1ccc2ncccc2c1)N(Cc1ccccc1)C(=O)c1ccc2c(c1)OCCO2 (configuration not stated),-2,-9,.,8,100,-1,1,2.9,53*,-2
O=C(c1ccco1)N1CCN(Cc2c(Cl)cccc2Cl)CC1,-4,-6,-6,4,94,-1,7,-1.8,-6,-7
O=C(COCc1cc(-c2cccs2)on1)NC1CCCCC1,-2,11,-7,10,108,-6,-10,-0.6,-3,-1
CN(C)C(=O)CSc1nnc(CCN)o1,2,4,-4,6,105,3,-2,-1.2,-3,1
CCOc1ccc(N2CC(C(=O)Nc3ccc(OC)c(S(=O)(=O)N4CCCCC4)c3)CC2=O)cc1 (configuration not stated),-4,-2,-2,4,97,-7,-7,-2.1,-5,4
CCOC(=O)c1nnc2c(Br)c(-c3ccccc3)nn2c1C,-4,-3,-4,3,86,8,-6,-2.1,25,0
O=C(O)CN1CCCCCC1=O,0,-5,-9,12,103,-3,3,-3.1,1,1

# (listing goes on)
SMILES,PDI inh,ABHD5 PLIN5 PPI,CaV13 ICDI inh,MC4R antag cAMP,ABCB6 inh 2,m5-HT2A agonist,Exocytosis inh,MC4R barr agon,Cardio protect,N-glyco inh
CC1CCN(S(=O)(=O)c2c[nH]c(=O)[nH]c2=O)CC1,7,-5,-4,-4,96,0,30,-0.2,9,2
N#Cc1cc(Nc2c(N)nc[nH]c2=O)c([N+](=O)[O-])cc1C#N,-2,0,-20,-2,109,-2,-1,0.4,-1,-3
C/C=C/c1ccc(OCCN2CCc3ccccc3C2)c(OC)c1,2,7,-7,2,100,-7,6,-0.1,-9,-1
Cc1ccc(S(=O)(=O)N2CCN(C(=O)COC(=O)c3ccc([N+](=O)[O-])o3)CC2)c(C)c1,0,-3,-3,-3,100,4,9,-1.0,18,-1
CCOc1ccc(C(=O)Nc2nnc(C)s2)cc1OCC,0,7,-6,13,101,2,2,1.6,5,5
CC[n+]1c(/C=C2/C=C(C)CC(C)C2)sc2ccccc21 (configuration not stated),-2,-3,-5,4,114,6,10,-0.8,-23,3
O=C(NC1CC1)C1=C[C@H](c2ccc(C(F)(F)F)cc2)C[C@H](OCCCCO)O1,0,-5,-11,0,95,0,1,-1.7,-6,3
Cc1cccc(OCCCC(=O)Nc2ccc(S(=O)(=O)N3CCCC3)cc2)c1,-12,-7,-4,6,93,-3,1,-0.9,-31,0
CC1(C)CC(=O)C/C(=N/NC(=O)COc2ccc3ccccc3c2Br)C1,-11,-2,.,3,103,-2,1,-3.3,8,4
CS(=O)(=O)c1nc(-c2ccccc2)cc(-c2ccccc2)c1C#N,-10,7,.,30*,93,2,0,-2.0,-27,-15
CCCCOc1ccc(C(=O)OCC(=O)N2CCCCCC2)cc1,-7,-1,-5,7,98,-5,10,-0.7,-5,-2
Oc1ccccc1-c1nnc(SCCN2CCOCC2)n1Cc1ccccc1,7,1,-5,5,94,1,-2,-1.4,6,2
CC(=O)N1CCN(S(=O)(=O)c2cccc(C(=O)Nc3ccc4c(c3)OCO4)c2)CC1,6,12,-3,-4,95,-1,0,0.2,1,2
CCC(=O)OCC(=O)Nc1cc([N+](=O)[O-])ccc1Cl,-4,3,5,6,100,-1,-2,-0.1,-3,1
COc1ccc(NC(=O)CSc2nccn2Cc2ccco2)cc1OC,2,2,.,15,96,6,-2,-1.8,-3,0
O=C(CN1CCN(S(=O)(=O)c2ccc(Cl)c(C(F)(F)F)c2)CC1)NC(=O)NC1CCCCC1,-2,-11,-5,9,99,4,2,3.3,-19,-2
O=C(Oc1ccc(N(C(=O)c2ccncc2)S(=O)(=O)c2cccs2)cc1)c1ccncc1,0,4,-7,11,104,-8,-1,-3.5,45,-2
O=C1NN=COc2ccccc21,6,-3,4,8,95,-5,-2,-0.3,-2,5
Cc1cnc(C(=O)Nc2nc(-c3ccccc3)cs2)cn1,15,3,-5,1,88,-4,-8,6.4,22,0
Cc1cc(C)nc(N2CCCC(C(=O)Nc3ccc4nc(C)c(C)nc4c3)C2)n1 (configuration not stated),5,9,-7,-3,103,-2,2,-2.0,-5,1
CCN(CC)CCC(=O)Nc1ccc2c(c1)N(C(=O)CN(CC)CC)c1ccccc1CC2,-10,12,-7,-8,101,3,-3,0.6,16,-3
Cc1cc(=O)oc(C)c1C(=O)NCCCN1CCN(c2ccc(F)cc2)CC1,-1,3,-9,6,93,-9,0,-1.6,4,-1
Cc1ccccc1-c1nc(CS(=O)(=O)CC(=O)NC2CCCC2)c(C)o1,-2,-3,-8,14,99,3,-1,-1.4,-1,1
O=C1NC(c2ccc(Cl)c([N+](=O)[O-])c2)Nc2ccccc21 (configuration not stated),3,2,3,19,98,-3,-4,-2.6,55*,0
Cc1cc(/C=N/NC(=O)c2cccc([N+](=O)[O-])c2)c(C)n1-c1ccccc1,3,-3,-15,-12,102,-6,1,-0.5,-9,-2

# Remaining list, next part
SMILES,PDI inh,ABHD5 PLIN5 PPI,CaV13 ICDI inh,MC4R antag cAMP,ABCB6 inh 2,m5-HT2A agonist,Exocytosis inh,MC4R barr agon,Cardio protect,N-glyco inh
CC(=O)Nc1cccc(/C(C)=N/N2C(C)CCCC2C)c1 (configuration not stated),-2,5,-2,6,89,1,11,0.1,4,-1
O=C1OC(c2ccc(Cl)cc2)=N/C1=C\C=C\c1ccco1,6,53*,-19,4,105,3,-1,-2.5,10,1
O=C(N/N=C/c1ccco1)C(O)C(O)C(=O)N/N=C/c1ccco1 (configuration not stated),2,-1,-8,1,100,0,1,0.0,0,2
CCC(Oc1ccccc1)C(=O)Nc1nnc(S(=O)(=O)N2CCCC2)s1 (configuration not stated),-3,-2,-6,1,99,-4,-3,-0.6,-1,0
CC(C)(C)c1ccc(S(=O)(=O)N2CCC(NC(=O)c3ccco3)CC2)cc1,5,-3,-3,16,101,0,0,4.4,0,2
CCOc1ccccc1NC(=O)C1CCN(S(=O)(=O)c2cccc3cccnc23)CC1,6,-1,-5,3,102,-6,-1,-0.8,10,-2
CN(CC(=O)Nc1ccccc1C(F)(F)F)C(=O)COc1ncnc2sccc12,-2,-1,-19,3,89,0,-2,-0.9,7,2
COc1cccc(CNC(=O)CCNC(=O)c2ccco2)c1,0,11,-5,-1,103,6,-2,0.2,-1,0
COc1ccccc1Cn1c(=S)[nH]c2ccc(F)cc2c1=O,1,7,-19,65*,109,-5,-7,-1.8,2,0
CC1CCCCN1C(=O)CSCC(=O)Nc1nc(-c2cccs2)cs1 (configuration not stated),.,-1,-5,13,98,5,2,0.3,-20,1
COC(=O)Cc1c(C)nc2nc(-c3ccco3)[nH]n2c1=O,3,2,-5,15,103,0,-3,-2.0,6,0
CC(NC(=O)CCCn1cc([N+](=O)[O-])cn1)c1ccccc1 (configuration not stated),8,-5,-2,-3,100,1,-1,1.5,-1,3
OC(c1ccccc1)(c1nc(-c2cccc(F)c2)cs1)C(F)(F)F (configuration not stated),1,-11,-5,10,93,2,-1,1.5,-10,1
CCCCn1c(CN2CCN(C(=O)OCC)CC2)nc2c1c(=O)n(C)c(=O)n2C,-1,0,-5,0,90,4,0,-2.6,-2,3
CCCc1cc(C(=O)NNC(=S)NCC)c2ccccc2n1,7,-2,-5,-2,95,-3,-4,0.9,4,-4
COCc1nc2ccccc2n1Cc1ccccc1C,5,7,-7,-1,93,-1,0,1.3,11,0
CCN(CC)S(=O)(=O)c1ccc(Cl)c(NC(=O)COC(=O)/C=C/c2ccc(O)c(OC)c2)c1,7,-5,-4,0,89,-3,0,-1.1,-3,1
O=C(CSc1nc2ccccc2s1)Nc1ccc2c(c1)oc1ccccc12,-6,-3,-5,4,99,5,-2,17*,-9,0
Cc1ccc(S(=O)(=O)N2[C@@H](CO)CO[C@H]2CC(=O)OCc2ccccc2)cc1,.,9,-6,.,.,-2,3,.,.,.
COc1ccccc1CN1CCN(C(=O)c2ccco2)CC1,1,13,-2,-1,100,30*,-9,-0.9,13,-2
